# Compound activity deposited in PubChem BioAssay by several laboratories.
# CendR NRP1 mod: NRP-1/CendR interaction modulation | inhibition, % at 25 µM | O14786 | 0.85% of 360,000 active | FAM-RPARPAR peptide binding to NRP-1, fluorescence polarization;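 active = inhibition or corrected inhibition above about 18%, plus a signal ratio from 0.5 to 1.5, limit read from the data, passing the limit was not always enough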; note: strong numbers were not always called active
# Rin1 Abl inh: human Rin1-Abl interaction inhibition | 0.4% of 360,000 active | TR-FRET Rin1/Abl binding, biochemical | P00519+Q13671 | inhibition, % at 7.35 µM | AID 588664; in the data active = inhibition above about 5%, passing the limit was not always enough
# Target sequence (P00519 whole entry, looked up): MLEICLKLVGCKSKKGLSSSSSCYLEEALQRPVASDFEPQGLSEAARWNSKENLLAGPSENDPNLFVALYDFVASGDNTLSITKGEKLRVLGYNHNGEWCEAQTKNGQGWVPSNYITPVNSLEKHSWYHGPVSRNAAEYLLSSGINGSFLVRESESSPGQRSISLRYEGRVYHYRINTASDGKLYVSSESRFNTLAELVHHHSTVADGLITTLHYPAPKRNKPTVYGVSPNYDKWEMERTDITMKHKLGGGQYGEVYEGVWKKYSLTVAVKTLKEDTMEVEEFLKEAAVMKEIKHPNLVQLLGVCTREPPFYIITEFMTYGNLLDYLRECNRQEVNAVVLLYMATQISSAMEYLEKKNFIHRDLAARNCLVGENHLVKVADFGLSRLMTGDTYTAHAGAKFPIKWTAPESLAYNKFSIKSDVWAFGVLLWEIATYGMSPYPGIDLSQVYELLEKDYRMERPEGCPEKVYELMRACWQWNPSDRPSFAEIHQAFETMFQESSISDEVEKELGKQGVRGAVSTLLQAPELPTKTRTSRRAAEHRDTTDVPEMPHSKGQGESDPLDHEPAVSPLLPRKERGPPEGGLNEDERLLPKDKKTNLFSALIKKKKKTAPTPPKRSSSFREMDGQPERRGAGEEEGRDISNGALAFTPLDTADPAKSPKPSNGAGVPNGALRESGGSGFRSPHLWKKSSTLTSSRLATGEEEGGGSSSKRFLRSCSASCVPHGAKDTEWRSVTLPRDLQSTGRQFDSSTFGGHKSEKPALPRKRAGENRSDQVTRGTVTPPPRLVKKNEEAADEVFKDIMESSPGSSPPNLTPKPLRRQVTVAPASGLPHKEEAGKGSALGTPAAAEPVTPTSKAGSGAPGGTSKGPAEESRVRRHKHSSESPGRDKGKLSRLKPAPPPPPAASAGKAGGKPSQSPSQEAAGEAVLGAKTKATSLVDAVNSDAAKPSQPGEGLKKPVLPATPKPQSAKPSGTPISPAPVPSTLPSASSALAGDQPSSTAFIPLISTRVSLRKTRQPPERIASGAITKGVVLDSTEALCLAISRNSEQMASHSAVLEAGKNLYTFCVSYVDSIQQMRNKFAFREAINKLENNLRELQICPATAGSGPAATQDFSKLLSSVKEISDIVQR
# Target sequence (Q13671 whole entry, looked up): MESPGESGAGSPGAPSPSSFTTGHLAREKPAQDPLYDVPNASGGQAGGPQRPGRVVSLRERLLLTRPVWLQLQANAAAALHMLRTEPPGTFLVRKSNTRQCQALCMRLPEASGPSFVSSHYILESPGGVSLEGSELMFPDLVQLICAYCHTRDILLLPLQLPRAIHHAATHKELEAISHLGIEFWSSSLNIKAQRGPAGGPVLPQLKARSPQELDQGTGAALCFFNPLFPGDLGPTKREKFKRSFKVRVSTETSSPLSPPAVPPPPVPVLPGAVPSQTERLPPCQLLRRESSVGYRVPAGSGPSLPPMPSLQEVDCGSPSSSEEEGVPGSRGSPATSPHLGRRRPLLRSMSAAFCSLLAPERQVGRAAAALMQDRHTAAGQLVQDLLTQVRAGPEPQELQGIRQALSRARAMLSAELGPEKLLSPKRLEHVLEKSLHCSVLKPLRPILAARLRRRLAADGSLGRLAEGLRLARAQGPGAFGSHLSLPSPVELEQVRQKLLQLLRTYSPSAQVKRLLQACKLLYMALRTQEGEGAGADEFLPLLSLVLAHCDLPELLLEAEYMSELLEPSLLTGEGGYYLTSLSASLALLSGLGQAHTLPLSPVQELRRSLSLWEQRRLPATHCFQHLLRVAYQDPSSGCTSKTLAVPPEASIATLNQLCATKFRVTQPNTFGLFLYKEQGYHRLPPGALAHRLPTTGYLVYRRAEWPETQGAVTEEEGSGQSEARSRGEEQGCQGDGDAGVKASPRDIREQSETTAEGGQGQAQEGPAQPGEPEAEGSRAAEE
# MT1-MMP act inh: inhibitors of human MT1-MMP activation; P50281; HT1080 RFP-PRO-GFP cells, GFP/RFP ratio fluorescence, overnight; percent of plate control window, DMSO zero; GFP/RFP ratio change, % at 20 µM; 0.061% of 360,000 active;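 active = GFP/RFP ratio change of at least 30% with cell ATP level not reduced by more than half and red fluorescence within 50% of control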; note: strong numbers were not always called active
#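 Material: RFP-PRO-GFP reporter HT1080 cells. Dosing: single-point 20 µM compound, 1% DMSO. Controls: DMSO and RFP-L50D-GFP cell wells. Timing: cells overnight before dosing, compound overnight, 37 °C, 5% CO2. Measure: GFP/RFP fluorescence ratio.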
# MsrA inh: bovine MsrA inhibition. purified bovine MsrA, absorbance read-out. inhibition, % at 15.5 µM. 0.75% of 360,000 active; in the data active = inhibition above about 4.5%;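 note: 0% = vehicle wells with enzyme and 100% = reference inhibitor wells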
# SKN-1 block: blocks SKN-1 activity in C. elegans. C. elegans VP596 Pgst-4::GFP/RFP ratio, acrylamide-induced, 24 h. inhibition, % at 21.8 µM. 0.49% of 360,000 active;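 active = interference check ratio from 0.5 to 1.5 plus GFP to RFP signal ratio inhibition reaching or exceeding a fixed threshold, cut at about 30% in these data, passing the limit was not always enough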; note: some compounds called inactive have numbers as strong as hits
# FAS-TE inh: inhibitors of human fatty acid synthase thioesterase domain | P49327 | recombinant FAS-TE, OMFH fluorogenic substrate, fluorescence endpoint | inhibition, % at 15 µM | 0.67% of 360,000 active;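 active = compounds whose normalised, plate-corrected inhibition of enzyme fluorescence in the single-dose primary screen is 50% or more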;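 note: 0% = DMSO with enzyme and 100% = substrate without enzyme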
# Neddyl block: cullin neddylation inhibition; calls only at 25 µM; 0.58% of 360,000 active; P61081+Q13564; TR-FRET cullin neddylation, biochemical; in the data active = inhibition above about 36%
# bovine MsrA act: bovine methionine sulfoxide reductase A activation | purified bovine MsrA, absorbance read-out | activation, % at 10.6 µM | AID 602163 | 0.3% of 360,000 active; in the data active = activation above about 7.5%;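 note: 0% = vehicle and 100% = reference activator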
# eLon inh: inhibitors of E. coli Lon protease; P0A9M0; purified E. coli Lon protease, fluorescence polarization; inhibition, % at 7.94 µM; 0.42% of 360,000 active; AID 602123; in the data active = inhibition above about 13%, passing the limit was not always enough;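 note: 0% = enzyme with probe and DMSO and 100% = no enzyme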
# * marks the source's active call; other numbers are inactive results; i = inactive; · = not tested or not shown.
SMILES,CendR NRP1 mod,Rin1 Abl inh,MT1-MMP act inh,MsrA inh,SKN-1 block,FAS-TE inh,Neddyl block,bovine MsrA act,eLon inh
O=Cc1c(NCc2ccccc2Cl)c2ccccc2[nH]c1=O,3,0,5,-0.2,-7,9,i,-7,-4
COc1ccc(-n2cnc3ccccc3c2=O)c([N+](=O)[O-])c1,-4,0,4,-0.2,8,3,i,1,0
COc1cc(CO)ccc1OCc1ccc(Cl)nc1,9,-1,0,-0.1,5,-7,i,2,2
Cc1c(CCOC(=O)CC23CC4CC(CC(C4)C2)C3)sc[n+]1Cc1ccccc1,-8,0,-12,-0.7,-27,3,i,6,1
O=C(c1ccccc1)N1CCN(c2ccccc2)CC1,-6,1,-4,-0.3,-3,-8,i,-8,-6
Cc1cc(Nc2ccccc2)nn1C(=O)c1ccc(Br)cc1,6,-3,-2,0.4,4,33,i,-1,8
CC(=O)N=c1sccn1CC(O)c1ccccc1 (stereo not drawn),2,3,-1,-0.9,-11,-5,i,-3,-9
Cc1ccc(C(=O)CSc2nnc3ccccn23)c(C)c1,3,-4,3,2.3,-5,-5,i,-2,2
Cc1[nH]c(=O)c(S(=O)(=O)c2ccccc2)c(C)c1Cl,-7,-1,2,4.2,-2,-9,i,-4,3
Cn1cnnc1SCC(=O)Nc1cc(S(=O)(=O)N2CCCCC2)ccc1Cl,-11,3,-1,-0.7,-2,-6,i,-7,-9
Cc1ccc2oc(C(=O)NCCC3CCCCO3)c(C)c2c1 (stereo not drawn),0,0,0,1.3,3,1,i,-3,1
CCCn1c(C(O)c2ccc3c(c2)OCO3)nc2ccccc21 (stereo not drawn),0,3,-1,-0.7,5,-1,i,-4,-6
CCC(C(=O)NCc1ccncc1)c1ccccc1 (stereo not drawn),8,0,1,0.1,3,-1,i,-2,3
Cc1sc(NC(=O)C2CCCCC2C(=O)O)c(C(N)=O)c1-c1ccc(C(C)(C)C)cc1 (stereo not drawn),-26,2,6,0.5,12,-2,i,-3,4
COc1cc(OC)cc(C(=O)Nc2ccccc2S(=O)(=O)N2CCCC2OC(C)=O)c1 (stereo not drawn),18*,0,-5,-0.8,31,8,i,-2,-2
CCN(CC)C(=O)C1CCN(C(=O)c2oc3ccc(C)cc3c2C)CC1,13,-1,-4,-0.9,-3,-4,i,-3,1
COc1ccc(NC(=S)NNC(=O)C2CC2c2ccc(C)cc2)cc1 (stereo not drawn),1,-3,0,0.0,3,2,i,-3,-4
CN(Cc1ccccc1F)c1nc(-c2cccs2)nc2ccccc12,3,1,-8,1.6,15,47,i,-8,-1
NC(=O)C1=C(N=C2CCCCC2)CCCC1,5,4,1,-0.6,-9,-8,i,-7,0
CC(C)(CO)NCc1c(OCc2ccc(Cl)cc2)ccc2ccccc12,0,-1,-3,-1.3,3,-4,i,-6,2
O=C(CCCN1C(=O)CCC1=O)Nc1ccc2c(c1)OCO2,-5,0,-1,1.3,25,-6,i,-4,-15
CCOc1cccc2c1OC1(C)CC2NC(=O)N1c1ccc(OC)cc1 (stereo not drawn),-2,-1,3,-0.2,16,-4,i,-1,1
CC1CCCCC1NC(=O)COc1ccc(C#N)cc1 (stereo not drawn),8,-1,0,-0.2,8,-1,i,-4,-8
COC(=O)c1cc(S(=O)(=O)NCCCc2ccco2)c[nH]1,-13,4,1,-0.6,-3,-2,i,-5,-9
O=C(NCC1CCCO1)c1ccccc1OCc1ccc(Cl)cc1 (stereo not drawn),-2,1,-3,1.7,-5,5,i,0,-2
FC(F)(F)c1ccccc1NC(=S)N1CCN(Cc2ccc3c(c2)OCO3)CC1,-6,4,4,-0.1,-2,-2,i,-3,-9
CC(=O)c1cccc(NC(=S)N2c3ccccc3CC2C)c1 (stereo not drawn),-7,5,3,1.3,3,1,i,-3,-5
CCC(C)NC(=O)c1ccc2c(Cl)c3c(nc2c1)CCC3 (stereo not drawn),-16,-1,8,-0.6,2,5,i,2,-9
CC(=O)c1cccc(CN2CCC(CO)(CCCc3ccccc3)CC2)c1,12,0,-1,-1.4,-5,1,i,2,-11
C=CCNC(=O)c1ccccc1NC(=O)c1ccccc1N(C)S(C)(=O)=O,4,0,0,0.0,1,-2,i,1,-1
COc1ccccc1-c1nnc(N(C)C(=O)C2CCCO2)s1 (stereo not drawn),11,0,5,-0.1,23,-5,i,-1,-5
CC1CCN(CCCNC(=O)c2cc3c(=O)n(C)c4ccccc4c3n2C)CC1,-5,4,7,2.0,8,-2,i,-1,-2
O=S(=O)(N1CCCCC1)N1CCN(c2cc(Cl)ccc2Cl)CC1,19,-2,-7,-0.9,6,21,i,0,-4
O=C(NC(=S)NCCN1CCOCC1)c1ccccc1Cl,-9,2,-2,-0.2,-16,-13,i,-13,1
Cc1ccccc1NC(=S)Nc1cccc2cnccc12,2,-6,0,-0.5,3,-3,i,1,1
COc1ccccc1C(=O)Nc1ccnn1C1CCN(Cc2ccccc2OCCO)CC1,-5,2,4,0.3,8,-4,i,-4,-2

# In another format: 4 of the compounds above.
> C=CCNC(=O)c1ccccc1NC(=O)c1ccccc1N(C)S(C)(=O)=O
  CendR NRP1 mod = 4; Rin1 Abl inh = 0; MT1-MMP act inh = 0; MsrA inh = 0.0; SKN-1 block = 1; FAS-TE inh = -2; Neddyl block = i; bovine MsrA act = 1; eLon inh = -1
> COc1ccccc1-c1nnc(N(C)C(=O)C2CCCO2)s1 (stereo not drawn)
  CendR NRP1 mod = 11; Rin1 Abl inh = 0; MT1-MMP act inh = 5; MsrA inh = -0.1; SKN-1 block = 23; FAS-TE inh = -5; Neddyl block = i; bovine MsrA act = -1; eLon inh = -5
> CC1CCN(CCCNC(=O)c2cc3c(=O)n(C)c4ccccc4c3n2C)CC1
  CendR NRP1 mod = -5; Rin1 Abl inh = 4; MT1-MMP act inh = 7; MsrA inh = 2.0; SKN-1 block = 8; FAS-TE inh = -2; Neddyl block = i; bovine MsrA act = -1; eLon inh = -2
> O=S(=O)(N1CCCCC1)N1CCN(c2cc(Cl)ccc2Cl)CC1
  CendR NRP1 mod = 19; Rin1 Abl inh = -2; MT1-MMP act inh = -7; MsrA inh = -0.9; SKN-1 block = 6; FAS-TE inh = 21; Neddyl block = i; bovine MsrA act = 0; eLon inh = -4

# Next part:
SMILES,CendR NRP1 mod,Rin1 Abl inh,MT1-MMP act inh,MsrA inh,SKN-1 block,FAS-TE inh,Neddyl block,bovine MsrA act,eLon inh
CC(C)(CNC(=O)c1ccc(Br)o1)N1CCOCC1,5,1,0,1.7,26,-6,i,-2,-3
COc1ccc(C(=O)N=c2sc3c(C)ccc(OC)c3n2C)cc1OC,-3,1,2,-1.1,-2,16,·,-12,4
C[C@H](CO)N1C[C@H](C)[C@H](CN(C)S(=O)(=O)c2ccccc2C#N)OCc2cnnn2CCCC1=O,3,0,-2,0.1,2,-10,i,-1,0
Cc1nn(C(C)(C)C)c(C)c1/C=N/OC(=O)Nc1ccc(Cl)cc1,-9,-3,6,1.4,-2,26,i,-8,12
COc1ccccc1OCCOc1ccc(C(=O)c2ccccc2)cc1,1,-2,1,-0.3,-3,32,i,-3,-2
CN1CCN(CCC(=O)Nc2ccc(Br)cc2)CC1,3,-1,-1,2.7,5,-6,i,-2,5
O=C(/C=C/c1cccs1)Nc1nncs1,-7,-6,0,5.9*,3,-5,i,-6,-6
CC(Sc1nc(N)cc(N)n1)C(=O)NCCC1=CCCCC1 (stereo not drawn),4,2,-2,-0.7,4,-1,i,-2,-3
Cc1nnc(SCC2=C(C(=O)O)N3C(=O)C(NC(=O)COc4ccccc4)C3SC2)s1 (stereo not drawn),-16,4,-10,1.2,12,-3,i,0,-1
CC(NC(=O)c1cccs1)C(c1cccs1)N1CCN(c2ccccc2)CC1 (stereo not drawn),-8,-4,-3,-0.6,7,18,i,-3,-5
CC(=O)c1ccc(OCC(=O)NCc2ccc(F)cc2)cc1,9,1,1,-0.7,-12,-7,i,-9,3
Nc1cc(-c2ccc(Br)cc2)nn1Cc1ccccc1,-6,0,2,0.1,11,15,i,-3,4
CCn1cc(/C=C(\NC(=O)c2ccccc2)C(=O)NCCN2CCOCC2)c2ccccc21,-19,-8,-8,3.9,21,-8,i,0,-31
CC(C(=O)NCC1CCCCC1)N1CCc2ccccc2C1 (stereo not drawn),2,1,-3,0.2,8,0,i,-7,12
Cc1ncsc1CCC(=O)N1CCCC(Nc2ccc(F)c(F)c2)C1 (stereo not drawn),7,-4,-3,0.7,0,-2,i,-2,-8
Cc1cc(C)n(-c2n[nH]c(C)c2[N+](=O)[O-])n1,9,5,-8,-0.3,-5,0,i,-2,-6
COc1ccc(NC(=O)c2ccc(NC(=O)COC(=O)CC(NC(=O)c3ccccc3Cl)c3ccccc3)cc2)cc1 (stereo not drawn),11,0,3,2.1,0,15,i,-3,-1
CCOC(=O)CSC1=Nc2ccccc2C2=NC(CC(=O)NCc3cccs3)C(=O)N12 (stereo not drawn),-6,-3,-4,-0.9,-18,-1,i,-8,3
C/C(CCc1ccccc1)=N\NC(=O)CCc1ccccc1,-5,-3,3,-0.9,5,-7,i,-1,-8
CCc1c(C(=O)Nc2ncn(Cc3cccc(C)c3)n2)csc1C,-5,-1,8,0.1,-6,0,i,-4,-3
COC(=O)c1ccc(N=C2SCC(=O)N2C)cc1,2,1,-4,1.4,1,-4,i,0,-1
O=C(CSc1nnc(Nc2ccccc2)s1)NCc1cccs1,-14,1,2,-0.4,5,-9,i,-4,4
NC(=S)N=Nc1c(O)n(Cc2ccccc2)c2ccccc12,6,-2,1,1.2,5,-5,i,-3,5
CCOC(=O)/C(=N/O)C1=NC(C)(C)Cc2cc(C)c(C)cc21,10,2,-1,0.3,7,-36,i,-3,-4
CCCCCCCc1c(O)nc(SCCN2CCOCC2)[nH]c1=O,4,0,0,0.7,-6,-5,i,-5,-9
CN1CCN(C(=O)C2CCCN(S(=O)(=O)c3ccc(F)cc3)C2)CC1 (stereo not drawn),6,-1,-1,0.1,9,-5,i,-2,6
CCCC(=O)Nc1c(-c2ccc(OC)cc2)c(=O)c2ccccc2n1C,-3,5,4,4.0,0,-11,·,-6,-6
CC(C)C[C@H]1CN([C@@H](Cc2ccccc2)CN2CCCC2CN2C(=S)NC[C@@H]2Cc2ccccc2)C(=S)N1CC1CCCCC1 (stereo partly drawn),-2,·,4,0.3,8,-112,i,-5,-2
COc1ccc(NC(=O)CCCNC(=O)Cn2cnc3sc4c(c3c2=O)CCCC4)c(OC)c1,-4,1,0,1.7,4,1,i,-2,-17
O=C(CNc1ccc(F)cc1)c1ccccc1,2,3,2,-1.2,1,5,i,-1,1
CCCCCC(=O)N1C[C@H](O)[C@@H](n2cc(-c3ccc(F)cc3)nn2)C[C@@H]1c1ccc(C)cc1,-1,1,-4,1.5,1,14,i,-2,-8
CC1=CC(C)(C)N2C(=O)C(=O)c3cc(OC(=O)c4ccco4)cc1c32,-2,-2,-12,1.1,11,6,i,-1,-3
COc1ccc(C(=O)NCC23C=CC(O2)C2C(=O)N(Cc4ccccc4)C(=O)C23)cc1 (stereo not drawn),4,0,2,-0.6,1,18,i,-3,3
O=C(COC(=O)C1CCCCC1)Nc1cccc(Br)c1,-2,0,-1,0.3,7,5,i,-1,-10
COc1ccc(-n2c(Cc3cccn3C)nnc2SCC(=O)N2CCCc3ccccc32)cc1,-11,-3,-5,-0.2,8,3,i,-4,-2
CS(=O)(=O)c1ccc(C(=O)NNC(=O)c2ccccc2-n2cccc2)cc1,-6,-2,-2,0.0,-21,-6,i,-2,-17
CCOc1ccc(S(=O)(=O)N2CCOCC2)cc1NC(=O)CN1C(=O)NC2(CCCC2)C1=O,-5,-3,1,-0.5,12,-7,i,-1,-1
COc1cccc(-c2nn(-c3ccccc3)cc2CN(C)Cc2c(C)nc3ccccn23)c1,4,6,-8,1.0,4,22,i,-6,-4
O=C(Cn1cnc2ccccc2c1=O)NCCC(=O)Nc1ccc(F)cc1,5,-1,5,0.6,2,-6,i,-1,-6
